# rTrxR1 inhibitor – qHTS Assay for Inhibitors of Mammalian Selenoprotein Thioredoxin Reductase 1 (TrxR1): qHTS | Thioredoxin reductase 1, cytoplasmic (Rattus norvegicus), O89049 | recombinant rTrxR1, NADPH fluorescence consumption, selenite substrate | Potency, µM (top dose mostly 114 µM), for the others: at the highest dose activity change, negative = inhibition, usual class: inhibitors | 390,000 tested, 1% active | AID 588453, 2011; further: on the % scale 0 is the no-effect control and ±100 the full control effect; nearly all actives have a fitted effect of over 65% in size
#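 Rat TrxR1 (90 nM in the dispensed reagent) was pre-reduced with 400 uM NADPH for 5 min at room temperature, then incubated with compound for 15 min. After 400 uM selenite was added, NADPH fluorescence (Ex 340/Em 450 nm) was followed for 8 min.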
# USP1 inh – Inhibitors of USP1/UAF1: Primary Screen; Potency, µM (titrated, usually from 57.1 µM), for the others: top-dose activity change, negative = inhibition, actives largely listed as inhibitors; Ubiquitin carboxyl-terminal hydrolase 1 (Homo sapiens), O94782; 390,000 tested, 0.23% active; recombinant USP1/UAF1, Ub-Rhodamine cleavage fluorescence; further: on the % scale 0 is the no-effect control and ±100 the full control effect; nearly all actives have a fitted effect of over 60% in size; inactives centre near -12
#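 In this screen, compounds sit with the deubiquitinase complex (1nM) for 15 min at room temperature before Ub-Rho is added at 150nM final. Fluorescence rise is then followed for 6 reads every 60 seconds.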
# Vif-A3G inh – qHTS for Inhibitors of Vif-A3G Interactions: qHTS; Potency, µM (doses to about 46.1 µM), without a hit: at the top dose activity, negative = active, most hits filed as inhibitors; AID 602310, 2012; 410,000 tested, 0.076% active; DNA dC->dU-editing enzyme APOBEC-3G (Homo sapiens), Q9HC16; HeLa A3G-eYFP + Vif (tagged APOBEC3G with the HIV-1 protein that degrades it), YFP fluorescence, overnight;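 further: on the % scale 0 is the no-effect control and ±100 the full control effect; nearly all actives have a fitted effect of over 60% in size; hits raise eYFP signal because A3G escapes Vif-driven loss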
#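 Read-out is eYFP fluorescence (Ex 488/Em 500-530) from Vif-expressing HeLa A3G-eYFP cells; more signal means A3G escaped Vif-mediated degradation. Cells plated overnight, compound pinned in, incubated overnight at 37 deg C.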
# RGS4 inhibitor – Inhibitors of Regulator of G Protein Signaling (RGS) 4: qHTS | Potency, µM (doses to about 114 µM), for inactives: at the highest dose activity change, negative = inhibition, usual class: inhibitors | 390,000 tested, 0.039% active | Transcreener GDP fluorescence polarization, RGS4-accelerated GTP hydrolysis | Regulator of G-protein signaling 4 (Homo sapiens), P49798; further: on the % scale 0 is the no-effect control and ±100 the full control effect; nearly all actives have a fitted effect of over 75% in size; some results filed as inactive show a strong effect at the top dose
#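 MLSMR compounds (23 nl, pin-transferred) preincubated 10 min at room temperature with a 500nM (2x) first reagent, then RGS4 at 900nM (2x) plus Transcreener GDP mix added; fluorescence polarization (620/688 nm) read before and after 90 min at 30 °C.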
# Vif-APOBEC3F blk – qHTS for Inhibitors of Vif-A3F Interactions: qHTS | HeLa A3F-eYFP + Vif (tagged APOBEC3F with the HIV-1 protein that degrades it), YFP fluorescence increase | Potency, µM (series often up to 46.1 µM), for the others: at the top dose activity, negative = active | 390,000 tested, 0.2% active | AID 602313, 2012; further: % of control where 0% means no effect; nearly all actives have a fitted effect of over 65% in size
#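 Fluorescence increase (Ex 488/Em 500-530) after overnight compound treatment at 37 deg C flags inhibition of Vif-driven A3F-eYFP loss in stable HeLa A3F-eYFP/Vif cells seeded overnight beforehand.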
# RXFP1 ag – qHTS Assay for Agonists of the Relaxin Receptor RXFP1. Relaxin receptor 1 (Homo sapiens), Q9HBX9. HEK293T-RXFP1 cAMP TR-FRET, 30 min; response scale: percent of porcine relaxin response, buffer zero. 370,000 tested, 0.3% active. Potency, µM (highest dose often 57.5 µM), inactives show at the top dose activation, hits mostly activators; further: on the % scale 0 is the no-effect control and ±100 the full control effect; nearly all actives have a fitted effect of over 60% in size; many of its hits are not listed in these tables
#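 HEK293 cells stably expressing RXFP1, treated 30 min at 37C with compounds plus PDE4 inhibitor Ro 20174; cAMP measured by HTRF TR-FRET. Normalized to buffer and 29 nM porcine relaxin; EC50 by Hill fit.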
# ALOX12 inh – Primary qHTS assay for inhibitors of human arachidonate 12S-lipoxygenase (ALOX12): Round 2. purified 12hLO, xylenol orange hydroperoxide absorbance. Potency, µM (titrated, usually from 108 µM), without a hit: at the top dose activity change, negative = inhibition, actives largely listed as inhibitors. 580,000 tested, 1.1% active. Polyunsaturated fatty acid lipoxygenase ALOX12 (Homo sapiens), P18054; further: on the % scale 0 is the no-effect control and ±100 the full control effect
# Target sequence (P18054 whole entry, looked up): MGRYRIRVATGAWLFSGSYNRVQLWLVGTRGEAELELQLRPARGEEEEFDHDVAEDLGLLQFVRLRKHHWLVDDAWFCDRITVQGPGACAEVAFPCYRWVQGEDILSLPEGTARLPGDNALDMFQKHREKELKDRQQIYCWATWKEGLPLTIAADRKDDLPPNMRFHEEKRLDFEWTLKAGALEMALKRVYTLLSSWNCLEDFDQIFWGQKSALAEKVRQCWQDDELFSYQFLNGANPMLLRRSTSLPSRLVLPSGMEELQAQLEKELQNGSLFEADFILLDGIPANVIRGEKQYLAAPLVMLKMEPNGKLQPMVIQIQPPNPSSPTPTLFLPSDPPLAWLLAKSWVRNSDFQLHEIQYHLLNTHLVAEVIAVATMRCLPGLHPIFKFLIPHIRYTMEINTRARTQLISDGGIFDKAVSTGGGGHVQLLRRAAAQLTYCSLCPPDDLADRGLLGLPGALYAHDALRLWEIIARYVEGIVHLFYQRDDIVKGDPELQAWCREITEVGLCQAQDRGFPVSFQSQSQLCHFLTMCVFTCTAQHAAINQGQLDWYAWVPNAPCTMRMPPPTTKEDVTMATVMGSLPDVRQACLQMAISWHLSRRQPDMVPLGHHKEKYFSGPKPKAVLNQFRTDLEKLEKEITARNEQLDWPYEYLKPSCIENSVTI
#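 Purified human 12hLO (150 nM final) in 25 mM Hepes, 0.01% Triton X-100, pH 7.0 was preincubated 15 min at room temperature with compound. Then 40 uM arachidonic acid was added, 30 min. Hydroperoxide was read by Fe-XO absorbance ratio 573/405 nm.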
# IDH1 R132H inh – qHTS for Inhibitors of mutant isocitrate dehydrogenase 1 (IDH1): qHTS. IDH1-R132H enzyme, NADPH consumption, diaphorase/resazurin fluorescence. Potency, µM (titrated, usually from 76.6 µM), for inactives: top-dose activity change, negative = inhibition, usual class: inhibitors. 390,000 tested, 0.093% active; further: on the % scale 0 is the no-effect control and ±100 the full control effect; nearly all actives have a fitted effect of over 65% in size
# Target sequence (O75874 whole entry R132H, stated change not applied): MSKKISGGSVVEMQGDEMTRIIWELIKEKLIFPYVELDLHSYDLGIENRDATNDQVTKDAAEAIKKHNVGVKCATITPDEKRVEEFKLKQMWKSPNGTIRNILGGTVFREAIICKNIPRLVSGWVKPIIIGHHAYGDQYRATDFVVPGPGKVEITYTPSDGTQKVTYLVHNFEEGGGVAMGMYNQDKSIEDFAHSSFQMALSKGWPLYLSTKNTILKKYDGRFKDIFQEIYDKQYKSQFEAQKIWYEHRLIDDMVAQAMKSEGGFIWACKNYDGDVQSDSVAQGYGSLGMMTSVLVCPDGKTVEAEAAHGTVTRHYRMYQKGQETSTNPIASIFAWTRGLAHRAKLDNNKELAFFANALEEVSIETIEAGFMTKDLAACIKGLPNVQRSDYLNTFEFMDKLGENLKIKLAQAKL
#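 IDH1-R132H (0.5 ug/mL dispensed) in pH 7.5 Tris buffer was preincubated 30 min with compound, then given a substrate mix of 0.016 mM NADPH and 2 mM alpha-KG for 80 min at room temperature; remaining NADPH was read by diaphorase/resazurin fluorescence.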
# TrxR1 substrate – qHTS Assay for Substrates of Mammalian Selenoprotein Thioredoxin Reductase 1 (TrxR1): qHTS | Thioredoxin reductase 1, cytoplasmic (Rattus norvegicus), O89049 | AID 588456, 2011 | purified TrxR1 substrate turnover, NADPH consumption readout | Potency, µM (highest dose often 114 µM), for inactives: top-dose activity change, negative = substrate turnover | 390,000 tested, 0.01% active; further: on the % scale 0 is the no-effect control and ±100 the full control effect; nearly all actives have a fitted effect of over 50% in size
#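 Rat TrxR1, dispensed at 90 nM, was prereduced with 400 uM NADPH (final) for 5 min at ~22 deg C, then incubated with compound 15 min before 400 uM selenite. A first-read NADPH fluorescence drop versus no-compound background flagged substrates.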
# Starred values were filed as active, the others as inactive; ? = inconclusive; . = no result given; & = joins results of further samples; [ ] = another dose, or the depositor's remark. The call rests on the fitted dose curve; in most records, active means well fitted curve in the direction sought with a large enough effect; inconclusive means small, poorly fitted or top-dose-only effect, or another doubt; inactive means no such curve, though single readings can be large; an effect the other way counts as inactive or inconclusive. Potency means the concentration at half of the fitted maximal effect. Only part of the results is shown; the hit share may differ from the screen's.
# The line under a structure holds: rTrxR1 inhibitor | USP1 inh | Vif-A3G inh | RGS4 inhibitor | Vif-APOBEC3F blk | RXFP1 ag | ALOX12 inh | IDH1 R132H inh | TrxR1 substrate
CC(=O)c1c(C)[nH]c(C(=O)COC(=O)c2ccc(Cl)nc2)c1C
  0% | -14% | 0% | -6% | -17% | 5.9% | -3% | -4% | -3%
CCOc1ccc(Nc2nnc(SCc3nc4ccccc4c(=O)[nH]3)s2)cc1
  16% | -16% | -3% | -21% | ? | -2.2% | ? | 1% | -3%
CN(CC(=O)NCC1CCCO1)S(=O)(=O)c1ccc2ccccc2c1 (stereo not given)
  . | -28% | 0% | . | 1% | . | -18% | -3% | .
COc1cccc(NC(CNS(=O)(=O)c2ccc(Cl)cc2)c2ccccc2)c1 (stereo not given)
  9% | -23% | . | -15% | . | 0.6% | -21% | . | -2%
O=C(CCC(=O)OCC(=O)c1ccc([N+](=O)[O-])cc1)NC1CCCCC1
  -10% | -17% | 1% | -26% | 2% | -0.8% | -11% | 5% | -13%
CC(C)(C)c1ccc(NS(=O)(=O)c2ccc(N)cc2)cc1
  7% | -13% | 0% | -7%[56.9 µM] | 12% | 1.6% | ? | -8% | -7%
O=C(Nc1ccccc1Cl)C1CCCN(S(=O)(=O)c2cccc3cccnc23)C1 (stereo not given)
  42% | -5% | -15% | 11% | -25% | 3.1% | 6% | -2% | 12%
COc1ccccc1NS(=O)(=O)c1cccc(C(=O)NNC(=O)c2ccc(NC(C)=O)cc2)c1
  0% | -18% | 0% | -16% | -4% | -1.2% | 8% | 5% | 10%
Cc1cccnc1NC(=O)CNC(=O)C1CCCCC1
  14% | -20% | 3% | 19% | -8% | 0.1% | 6% | -3% | -1%
CC(O)c1cccc(NC(=O)Nc2cccc(NC(=O)Nc3cccc(C(C)O)c3)c2)c1 (stereo not given)
  24% | -14% | 0% | 13% | 2% | 1.4% | 0% | 0% | 1%
CC1CC(=O)C(C2c3ccccc3CCN2C(=O)CCl)C(=O)C1 (stereo not given)
  -11% | -17% | 3% | -3% | 0% | -1.2% | -13% | -11% | 5%
O=C(CNC(=O)c1ccccc1)NCCCSc1ccccc1
  2%[57.1 µM] | -16% | 1% | -4% | 5% | . | -13% | 4% | 3%[57.1 µM]
COc1ccc(OCC(=O)OCC(=O)NC2CCCC2)cc1
  ? | -20% | 0% | -11% | 8% | . | -13% | 2% | 3%
O=C(Oc1ccc(OC(=O)c2ccncc2)cc1)c1ccncc1
  9% | -22% | -5% | -5% | 9% | . | 0% | -6% | 0%
O=C(Nc1ccc([N+](=O)[O-])cc1)c1cc(Cl)sc1Cl
  20% | -6% | 0% | -1% | -15% | 2.3% | 7% | 7% | -3%
Cc1ccc(OC(=O)c2cccc(S(=O)(=O)N3CCCC3)c2)c(-n2nc3ccccc3n2)c1
  -72% | -8% | -8% | -26% | -1% | -0.2% | -13% | 2% | -5%[57.1 µM]
CCOc1ccc(CCNC(=O)C2CCCN(c3nnc(-n4cccc4)s3)C2)cc1OCC (stereo not given)
  10%[57.1 µM] | -14% | -6% | -9% | 8% | 1.9% | 4%&0% | 5% | 12%[57.1 µM]
COCCN1C(=O)C(=O)/C(=C(/O)c2cccc(S(=O)(=O)N(C)C)c2)C12C(=O)N(C)c1ccccc12 (stereo not given)
  -9% | -12% | 1% | -15% | -2% | 0.0% | ? | 2% | -11%
CCn1c(SCC(=O)Nc2cccc(F)c2)nc2c(c1=O)SC(C)C2 (stereo not given)
  16% | -11% | 1% | 3% | 0% | -2.0% | 4% | -19% | -3%
Cc1ccccc1-c1noc(CSc2nnc(-c3ccncc3)n2-c2ccc(F)cc2)n1
  16%[57.1 µM] | -20% | -2% | -1% | 0% | -0.2% | 2% | 4% | 0%[57.1 µM]
CC(C)C(C(=O)O)N1C(=O)/C(=C/C=C/c2ccco2)SC1=S (stereo not given)
  32µM* | ? | -10% | ? | -9% | -1.6% | . | -4% | ?
CN(CC(=O)Nc1ccc(Cl)c(C(F)(F)F)c1)C(=O)c1cccc2cccnc12
  16% | -23% | -3% | -15% | 6% | -0.5% | 31% | 1% | 2%
COc1ccc(-n2nc(C(=O)Nc3nc4ccc(OC)cc4s3)c3ccccc3c2=O)cc1
  -7% | -16% | 0% | -2% | -8% | 0.4% | -4% | 2% | -6%
CCOC(=O)c1cc(-c2ccccc2C)n(CC2CC(c3ccc(OC)cc3)=NO2)n1 (stereo not given)
  16% | -19% | ? | -4% | 0% | . | 3% | 28% | -4%
OCCN=Cc1c(O)[nH]c2ccccc12
  7% | -26% | 0% | -12% | -5% | -3.8% | -2% | -2% | -3%
COc1ccc(C)cc1NC(=O)C(Sc1nnc(Nc2cc(C)ccc2OC)s1)c1ccccc1 (stereo not given)
  -7% | -8% | 0% | -24% | -7% | 0.0% | -12% | 0% | 0%
COc1ccccc1C(=O)COC(=O)C(CCSC)NC(=O)COc1ccccc1 (stereo not given)
  14% | -17% | 0% | -17% | ? | 2.1% | ? | 4% | 5%
CCn1c(SCC(=O)NCc2ccccc2)nnc1-c1ccccc1O
  16% | 7% | 0% | 1% | -2% | 1.2% | -21% | 0% | 3%
COc1ccc(NC(=O)C2CCN(S(=O)(=O)c3cc(-c4noc(C)n4)ccc3C)CC2)cc1
  8%[57.1 µM] | -13% | 1% | 17% | 5% | 0.5% | -23% | -3% | -3%[57.1 µM]
CCn1c(CC(=O)Nc2ccccc2Cl)nnc1SCC(=O)NC1CCCC1
  -2% | -2% | 1% | 14% | -15% | -1.9% | 1% | 0% | 1%

# Reformatted field by field: part of the list above.
CCOc1ccc(CCNC(=O)C2CCCN(c3nnc(-n4cccc4)s3)C2)cc1OCC (stereo not given)
- rTrxR1 inhibitor = 10%[57.1 µM]
- USP1 inh = -14%
- Vif-A3G inh = -6%
- RGS4 inhibitor = -9%
- Vif-APOBEC3F blk = 8%
- RXFP1 ag = 1.9%
- ALOX12 inh = 4%&0%
- IDH1 R132H inh = 5%
- TrxR1 substrate = 12%[57.1 µM]

COCCN1C(=O)C(=O)/C(=C(/O)c2cccc(S(=O)(=O)N(C)C)c2)C12C(=O)N(C)c1ccccc12 (stereo not given)
- rTrxR1 inhibitor = -9%
- USP1 inh = -12%
- Vif-A3G inh = 1%
- RGS4 inhibitor = -15%
- Vif-APOBEC3F blk = -2%
- RXFP1 ag = 0.0%
- ALOX12 inh = ?
- IDH1 R132H inh = 2%
- TrxR1 substrate = -11%

CCn1c(SCC(=O)Nc2cccc(F)c2)nc2c(c1=O)SC(C)C2 (stereo not given)
- rTrxR1 inhibitor = 16%
- USP1 inh = -11%
- Vif-A3G inh = 1%
- RGS4 inhibitor = 3%
- Vif-APOBEC3F blk = 0%
- RXFP1 ag = -2.0%
- ALOX12 inh = 4%
- IDH1 R132H inh = -19%
- TrxR1 substrate = -3%

Cc1ccccc1-c1noc(CSc2nnc(-c3ccncc3)n2-c2ccc(F)cc2)n1
- rTrxR1 inhibitor = 16%[57.1 µM]
- USP1 inh = -20%
- Vif-A3G inh = -2%
- RGS4 inhibitor = -1%
- Vif-APOBEC3F blk = 0%
- RXFP1 ag = -0.2%
- ALOX12 inh = 2%
- IDH1 R132H inh = 4%
- TrxR1 substrate = 0%[57.1 µM]

# (next part)
# The line under a structure holds: rTrxR1 inhibitor | USP1 inh | Vif-A3G inh | RGS4 inhibitor | Vif-APOBEC3F blk | RXFP1 ag | ALOX12 inh | IDH1 R132H inh | TrxR1 substrate
NC(=O)c1nsc(C(=O)N(CC(=O)NC2CCCCC2)Cc2ccc3c(c2)OCO3)c1N
  19% | . | -1% | 10% | . | . | . | . | 8%
N#Cc1cnn(-c2cccc(Cl)c2)c1-n1cccc1
  13%[57.1 µM] | -12% | -3% | 4% | 2% | 0.1% | 2% | 2% | 5%[57.1 µM]
CON/C=C(\C=Nc1ccc(Cl)cc1Cl)c1ncc(C(F)(F)F)cc1Cl
  -3% | -11% | 1% | 15% | 1% | 0.4% | -17% | 7% | 0%
Cc1ccc(C(=O)Nc2ccc(S(=O)(=O)N3CCN(C)CC3)cc2)cc1
  -5% | -2% | 0% | -3% | 0% | 0.2% | -7% | 6% | 42%[activator]
C=Cc1ccc(Cn2nc(-c3ccc(C)c(S(=O)(=O)N(CC)CC)c3)ccc2=O)cc1
  8% | -17% | -3% | -10% | -3% | 0.8% | 4% | -8% | -2%
CCc1ccc(C(=O)CSc2nnc(C)c(=O)[nH]2)cc1
  -7% | -23% | -2% | -7% | -2% | -0.3% | -19%[57.4 µM] | 1% | -1%
O=c1[nH]nc2c3ccccc3cnn12
  4% | -10% | 0% | 15% | -1% | 1.2% | 1% | 12% | -2%

# Bioassay records from PubChem BioAssay.
